IDE cell inh – inhibits human insulin-degrading enzyme in HEK cells. FAbetaB cleavage, fluorescence polarization. inhibition, % at 5.59 µM. 0.41% of 320,000 active;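 active = percent inhibition above the average of all tested compounds plus 3 SD, set per screening campaign, cut at about 16% in these data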;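 note: IDE supplied by intact live HEK cells; FP after avidin binding of uncleaved biotin substrate so inhibition keeps polarization high; 0% = DMSO wells and 100% = 60 µM reference IDE inhibitor Ii1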
Target sequence (P14735 whole entry, looked up): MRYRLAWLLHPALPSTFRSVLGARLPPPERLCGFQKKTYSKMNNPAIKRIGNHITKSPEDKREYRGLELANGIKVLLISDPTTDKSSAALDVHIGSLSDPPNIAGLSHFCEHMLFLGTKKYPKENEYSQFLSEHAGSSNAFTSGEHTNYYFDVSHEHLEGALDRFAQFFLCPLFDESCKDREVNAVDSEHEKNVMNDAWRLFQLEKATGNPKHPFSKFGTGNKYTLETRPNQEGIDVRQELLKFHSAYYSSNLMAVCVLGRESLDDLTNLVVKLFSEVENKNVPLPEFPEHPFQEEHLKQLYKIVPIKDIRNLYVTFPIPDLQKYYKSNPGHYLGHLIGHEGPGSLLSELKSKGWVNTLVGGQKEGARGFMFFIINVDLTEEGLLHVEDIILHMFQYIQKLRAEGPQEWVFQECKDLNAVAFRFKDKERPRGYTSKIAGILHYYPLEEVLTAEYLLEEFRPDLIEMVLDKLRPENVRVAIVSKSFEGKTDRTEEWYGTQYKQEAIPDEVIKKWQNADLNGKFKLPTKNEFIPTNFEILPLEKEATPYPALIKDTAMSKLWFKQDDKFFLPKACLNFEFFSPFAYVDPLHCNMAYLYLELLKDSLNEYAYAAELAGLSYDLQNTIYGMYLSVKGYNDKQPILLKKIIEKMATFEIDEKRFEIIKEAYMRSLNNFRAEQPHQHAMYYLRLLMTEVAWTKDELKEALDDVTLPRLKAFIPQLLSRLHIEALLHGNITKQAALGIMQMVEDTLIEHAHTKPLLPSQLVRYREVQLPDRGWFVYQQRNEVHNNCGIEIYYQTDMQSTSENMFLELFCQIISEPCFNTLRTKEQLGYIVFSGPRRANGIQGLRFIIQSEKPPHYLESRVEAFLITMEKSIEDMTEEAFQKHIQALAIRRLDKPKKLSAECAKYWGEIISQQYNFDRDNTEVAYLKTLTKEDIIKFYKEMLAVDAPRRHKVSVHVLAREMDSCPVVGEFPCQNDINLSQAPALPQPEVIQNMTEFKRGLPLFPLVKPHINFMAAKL
MEKK3 PB1 HTS – MEKK3-MEK5 PB1 interaction, increase or decrease; bead-based flow cytometry, Alexa488-MEK5 binding to MEKK3; actives lie on both sides; 0 = blocked by unlabeled MEK5, 100 = vehicle; Q99759; binding response (% of control), % at 10 µM; AID 1529; 1.4% of 290,000 active;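 active = binding response more than 3 SD above or below the average of its plate-row segment, actives on both sides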;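 note: Alexa488 bead fluorescence after subtracting the streptavidin-only scavenger bead signal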
GalR3 antag – blocks the human galanin receptor 3; HEK293 GalR3-CNG cAMP membrane potential fluorescence; galR3 body fused to GalR1 C-terminus; 0.44% of 360,000 active; inhibition, % at 3 µM; AID 651719; O60755;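 active = inhibition above the screen-wide average plus 3 SD, cut at about 13% in these data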;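 note: forskolin and galanin both at EC90 stimulate the cells; cAMP rise reported by CNG channel membrane potential dye signal; 0% = forskolin plus galanin with DMSO and 100% = forskolin alone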
CRFR2-BP ag – agonists of human CRF-binding protein/CRF-R2 receptor complex. HEK293 CRF-R2/CRF-BP, calcium dye fluorescence (FLIPR); percent of saturating CRF peptide response. 0.46% of 350,000 active. AID 588473. activation, % at 13.2 µM;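 active = activation of at least 50%, plus an integration ratio under a set limit after plate pattern correction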;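 note: plate controls were neutral control wells without compound for no effect and CRF at EC100 for full effect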
CRFBP-R2 block – antagonists of CRF-binding protein/CRF-R2 receptor complex | HEK293 CRF-R2/CRF-BP, CRF-induced calcium fluorescence | inhibition, % at 11.8 µM | 0.59% of 350,000 active;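 active = inhibition of the ligand-induced calcium signal above about 50% at the single tested concentration, limit read from the data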
PHOSPHO1 inh – PHOSPHO1 (human) inhibition. Q8TCT1. recombinant PHOSPHO1, absorbance phosphatase assay. inhibition, % at 13.3 µM. 1.1% of 290,000 active. AID 1565; in the data active = inhibition above about 60%
IDE act – activators of human insulin-degrading enzyme in cells; P14735; HEK cells, FAbeta-B cleavage, fluorescence polarization; 0% vehicle, 100% cell-free pure enzyme wells; activation, % at 5.96 µM; 0.073% of 340,000 active; AID 493087;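 active = activation above the mean of all tested compounds plus 3 SD, set per screening campaign, cut at about 17% in these data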
pCIP destab – lowers stability of the mouse p/CIP coactivator protein. F442A p/CIP-EGFP cells, EGFP fluorescence, 16 h. decrease of EGFP signal, % at 10 µM. 0.01% of 290,000 active;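 active = EGFP signal decrease of at least 30% at 10 µM or well 3 SD below plate mean, unless failing retest; inactive = the rest, including hits failing retest or dose response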; note: some compounds called inactive have numbers as strong as hits; many of its hits are not listed in these tables
M4 PAM – positive allosteric modulators of human muscarinic M4 receptor; 0.4% of 360,000 active; CHO-K1 hM4/Gqi5, Fluo-8 calcium fluorescence, ACh EC20; 0% = ACh EC20, 100% = maximal ACh; P08173; activation, % at 3 µM;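 active = activation above its plate's cutoff, the mean activation of sample wells plus 3 SD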; note: some results filed as inactive read as strong as hits
Active calls of the source: *; . = no result given; & = joins results of further samples.

SMILES	IDE cell inh	MEKK3 PB1 HTS	GalR3 antag	CRFR2-BP ag	CRFBP-R2 block	PHOSPHO1 inh	IDE act	pCIP destab	M4 PAM
Cc1cccn2c(=O)c(/C=C(\C#N)S(=O)(=O)c3ccccc3)c(N3CCN(Cc4ccccc4)CC3)nc12	-4	104	-10	6.3	5	-188	2	-9	-2
O=C(O)c1ccc(-n2nnnc2SCc2ccccc2)cc1	-12	101	-1	0.2	49	43	7	-3	-2
CCN1CCN(C(=S)c2ccc(O)cc2)CC1	6	101	-5	0.2	32	-96	2	-9	-2
O=C(CSc1ncnc2c1cnn2CCO)Nc1cccc(C(F)(F)F)c1	0	98	-10	-2.1	19	21	3	-2	2
COc1ccc(-n2c(NN)nc3sc4c(c3c2=O)CCCC4)cc1	-1	96	-1	-0.2	-4	-22	-8	-1	-5
O=C(CN1C(=O)COc2ccccc21)Nc1ccc(F)cc1	3	96	-2	1.1	-5	13	6	-17	6
CC(=O)Nc1ccc(SCC(=O)c2cc(C)n(-c3ccccc3)c2C)cc1	0	92	0	0.0	-48	7	3	0	0
COc1ccc(Cl)cc1NC(=O)CCCNC(=O)c1ccc(Cl)cc1	-1	105	-10	0.6	-3	28	4	-12	-3
CCN1CCN(CC(O)COCc2cc(OC)c(OC)c(OC)c2)CC1 (stereo unspecified)	2	101	-1	0.5	11	47	2	-3	-3
Cc1csc(=Nc2c(C)n(C)n(-c3ccccc3)c2=O)n1Cc1ccccc1	1	95	0&-1	2.2&-1.3	9&-2	12	-6&5	-14	0&3
C=CCC(O)(CC=C)C(C)N (stereo unspecified)	-4	99	-3	-0.1	3	39	3	-5	5
CCCCCOc1ccc(CSc2n[nH]c(C)n2)cc1	-4	102	-3	3.1	-41	37	-2	-20	-4
O=C(O)c1[nH]c2ccc(Cl)cc2c1CCN1C(=O)c2ccccc2C1=O	-2	104	12	-3.1	27	-1	3	3	16
c1ccc(CN2CCN(C3CCCSc4ccccc43)CC2)cc1 (stereo unspecified)	4	.	-6	-0.4	-36	.	11	.	-13
C1CNCCOCCNCCN1	4	101	5	1.9	-3	-15	-2	0	14
CSc1ncccc1C(=O)N1CCCC(CCC(=O)NCc2ccccc2F)C1 (stereo unspecified)	2	98	-3	-1.4	6	19	-2	-5	1
Nc1nnc(-c2ccccc2)c(-c2ccccc2)n1	-1	100	-8	0.6	4	11	2	1	-4
Cc1ccccc1S(=O)(=O)c1c(C)cc(-c2ccccc2)[nH]c1=O	11	111	3	-0.9	11	7	6	-4	7
O=C1N=C(N2CCCCC2)S/C1=C\c1ccncc1	-1	110	-6	-0.8	8	28	5	1	-12
O=C(CCN1C(=O)c2ccccc2C1=O)C1=NN[C@@H]2C(=O)N(c3ccc4c(c3)OCO4)C(=O)[C@H]12	-3	101	8	-1.3	1	-1	.	-5	0
CC1(CC(=O)O)SC(=O)NC1=O (stereo unspecified)	-2	100	-3	-0.9	-2	-22	9	3	16
Cc1cccc(S(=O)(=O)N(C)C[C@H]2OCc3cn(nn3)CCCC(=O)N([C@H](C)CO)C[C@@H]2C)c1	.	.	-3	-0.8	-3	.	.	.	-2
C/C(=C\C(=O)O)C12CC3CC(CC(C3)C1)C2	6	102	-3	4.0	-3	-9	5	-13	-4
CCOC(=O)CN(C#N)c1nc(C)cc(C)n1	1	102	-3	-1.4	-13	17	3	-2	3
O=C(CSc1nnc(C2CC2)n1C1CC1)N1CCN(c2ccc(O)cc2)CC1	.	.	-2	-2.0	-6	.	.	.	4
CC1CCCCN1C(=O)C1COc2ccccc2O1 (stereo unspecified)	0	103	-7	-0.6	3	39	3	3	0
Cc1occc1C(=O)Nc1cc(S(=O)(=O)N2CCOCC2)ccc1OC(C)C	1	.	-4	-1.3	11	.	3	.	9
O=C(c1ccc(OC2CCN(CCc3ccccc3)CC2)cc1)N1CCCC(CO)C1 (stereo unspecified)	-4	98	5	0.2	7	7	8	9	-21
COc1ccccc1OCCn1c(CO)nc2ccccc21	-1	100	-5	-1.1	14	16	0	-5	8
CCOC(=O)N1CCN(c2c(NCCc3ccc(OC)c(OC)c3)c(=O)c2=O)CC1	-1	101	2	-1.2	-11	-7	8	-10	5
CCOC(=O)N1CCN(C(=O)CN(c2ccccc2)S(C)(=O)=O)CC1	0	60	-6	2.2	-3	39	-1	7	13
CC(=O)c1c(OC(=O)c2ccco2)c2ccccc2n1C	7	.	-1	-1.8	38	3	1	2	0
CC(NS(=O)(=O)c1ccc([N+](=O)[O-])cc1)C(=O)NN (stereo unspecified)	-4	100	-7	-0.6	-5	43	5	-6	-4
Cc1ccccc1C(=O)OCCCN=C1NS(=O)(=O)c2ccccc21	4	105	-4	-2.6	-10	-1	0	-4	-5
COc1ccc(C(=O)CN2CCN(c3cc(C)nc4ccccc34)CC2)cc1	6	99	-7	-0.1	-8	-44	.	-8	-7
Cc1nc(C(F)(F)F)c(C(=O)N=CN(C)C)s1	-2	94	-5	-0.4	3	29	-1	-10	-5
COc1ccccc1CN1CC(C(=O)NCc2cc(F)ccc2C)CCC1=O (stereo unspecified)	.	102	-10	-0.7	46	31	1	3	9
C/C(=N\O)C(=O)NCCCn1ccnc1	1	102	-1	0.2	3	-6	2	-14	1
CN(C)CCC(=O)N1c2ccccc2Sc2ccc(C(F)(F)F)cc21	-4	97	-9	-0.2	-9	14	5	-13	-17
CC1(c2ccccc2)NC(=S)N2C1NC(=S)N2c1ccccc1 (stereo unspecified)	0	.	-1	-2.3	2	61*	5	-10	0
O=C(CN1CCOCC1)Nc1ccccc1Sc1ccccc1	-3	91	-2	-0.1	-4	-11	4	-8	-2
CCOc1ccccc1NC(=O)c1cc(S(=O)(=O)N2CCOCC2)ccc1C	-7	100	1	-0.6	1	17	-1	-7	8
O=C(Nc1ccccc1)Nc1ccccc1C(=O)NCc1ccccc1	-4	95	-1	-0.3	-6	6	0	-2	-6
CN(CC(=O)Nc1ccc(F)cc1)C(=O)COC(=O)c1ccc(=O)n(Cc2ccccc2)n1	4	.	-2	-1.1	8	.	0	.	4
CC1CCN(C(=O)c2[nH]cnc2C(=O)N[C@@H](C)C(=O)OCc2ccccc2)CC1	3	95	-5	0.8	4	26	1	-7	4
NC(=O)c1cc2n(n1)C(C(F)(F)F)CC(c1ccco1)N2 (stereo unspecified)	0	106	-4	0.3	-14	42	1	-9	-3
O=C1NC2=C(C(=O)CCC2)C(c2ccc([N+](=O)[O-])cc2)N1 (stereo unspecified)	-10	101	-10	-0.6	0	26	3	-10	2
CCOc1ccc(NC(=O)C2CCC(C)(C(=O)O)C2(C)C)cc1 (stereo unspecified)	4	100	-5	-0.2	-18	-13	0	-7	2
CCOc1ccc(NC(=O)C2CCCN2C(=O)Oc2ccccc2)cc1 (stereo unspecified)	-9	101	-10	-2.0	0	22	4	-5	0
COc1ccc(C(=O)NC2CCCc3ccccc32)cc1S(=O)(=O)N1CCOCC1 (stereo unspecified)	-1	.	-4	-0.1	2	-11	4	9	3

Later entries:
SMILES	IDE cell inh	MEKK3 PB1 HTS	GalR3 antag	CRFR2-BP ag	CRFBP-R2 block	PHOSPHO1 inh	IDE act	pCIP destab	M4 PAM
CC(C)(C)n1nnnc1C(c1cccs1)N(Cc1ccc(Cl)cc1)CC1CCCO1 (stereo unspecified)	1	87	-9	5.2	46	-26	3	-8	-7
O=C(O)C(CCc1ccccn1)c1ccccc1 (stereo unspecified)	.	.	-1	-0.5	11	.	6	.	-1
O=C(c1cc2ccccc2o1)N1CCN(Cc2nc3ccccc3s2)CC1	.	.	0	-0.1	33	.	.	.	-4
CCOC(=O)C1CCCN(C(=S)Nc2ccc(C)cc2C)C1 (stereo unspecified)	-1	98	-5	-0.4	-1	3	9	-6	10
CC(=O)c1cccc(S(=O)(=O)NCC2CCCCC2)c1	5	97	-2	-0.8	-16	-18	5	4	4
COCCOC(=O)c1c(C)oc2ccc(OC(=O)c3cccs3)cc12	1	77	-5	5.1	-7	-4	-2	-8	-8
Cn1c(CSCc2ccccc2Cl)nnc1SCC(=O)Nc1nccs1	-3	118	-2	1.8	-15	21	-2	-11	-5
CC(=O)NC(CC(=O)NNC(=O)c1cc2ccccc2cc1O)c1ccccc1 (stereo unspecified)	-3	106	-2	1.0	2	20	2	-5	4
CCOC(=O)c1nnn(CC(=O)N2N=C(c3ccc(Cl)cc3)CC2c2ccc(OC)cc2)c1C(=O)OCC (stereo unspecified)	-1	108	-2	11	7	-17	6	-12	-3
Cc1cccc(NC(=O)c2cc(S(=O)(=O)c3ccccc3)ccc2Cl)c1	1	96	0	0.6	62*	-12	6	-4	-7

High-throughput results from PubChem.
